Compound activity from PubChem BioAssay.
KCNQ2 inh – KCNQ2 potassium channel inhibitors, primary screen, cell-based, CHO-K1, FluxOR thallium flux, B-score (AID 2156); 20 min; stronger effect = lower value; Potassium voltage-gated channel subfamily KQT member 2 (Rattus norvegicus), O88943; 1.1% of 310,000 active; B-score at 10 µM;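 active = fluorescence ratio B-score at most minus 3 library SDs, with starting brightness B-score within 2 library SDs, cut at about -5.5 in these data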
Kir21 inh – inhibitors of mouse Kir2.1 inward-rectifier potassium channel; Inward rectifier potassium channel 2 (Mus musculus), P35561; HEK293-Kir2.1, FluxOR thallium flux fluorescence; stronger effect = lower value; B-score at 10 µM; 0.85% of 310,000 active;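 active = fluorescence ratio B-score at or below minus 3 SD of library scores, with starting-brightness B-score within 2 SD, cut at about -4.2 in these data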;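 also: channel flux triggered by added potassium and thallium sulfate stimulus; B-score of peak minus minimum fluorescence over baseline after thallium stimulus; more negative B-score means stronger Kir2.1 block with less thallium influx; some compounds called inactive have numbers as strong as hits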
Target sequence (P35561 whole entry, looked up): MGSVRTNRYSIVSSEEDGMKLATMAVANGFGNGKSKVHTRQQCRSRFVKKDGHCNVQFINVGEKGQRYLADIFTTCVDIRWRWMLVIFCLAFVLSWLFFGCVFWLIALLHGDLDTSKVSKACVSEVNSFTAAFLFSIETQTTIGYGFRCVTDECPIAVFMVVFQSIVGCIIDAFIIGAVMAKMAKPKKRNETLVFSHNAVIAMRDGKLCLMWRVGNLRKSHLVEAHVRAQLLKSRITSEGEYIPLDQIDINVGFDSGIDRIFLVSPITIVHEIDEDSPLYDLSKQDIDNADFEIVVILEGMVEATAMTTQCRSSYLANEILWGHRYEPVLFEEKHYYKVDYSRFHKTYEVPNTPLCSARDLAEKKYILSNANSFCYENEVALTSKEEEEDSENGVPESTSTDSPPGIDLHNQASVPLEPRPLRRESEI
CHT inh – inhibitors of human choline transporter CHT; High affinity choline transporter 1 (Homo sapiens), Q9GZV3; CHT-expressing cells, membrane potential dye, choline response; stronger effect = lower value; B-score at 10 µM; 0.86% of 310,000 active; AID 488975, 2010;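 active = B-score over 3 SD under the library average, and starting fluorescence ratio not unusually high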;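 also: choline stimulus applied at its EC90 after an EC20 pre-addition; B-score computed on integrated fluorescence ratio after choline addition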
Target sequence (Q9GZV3 whole entry, looked up): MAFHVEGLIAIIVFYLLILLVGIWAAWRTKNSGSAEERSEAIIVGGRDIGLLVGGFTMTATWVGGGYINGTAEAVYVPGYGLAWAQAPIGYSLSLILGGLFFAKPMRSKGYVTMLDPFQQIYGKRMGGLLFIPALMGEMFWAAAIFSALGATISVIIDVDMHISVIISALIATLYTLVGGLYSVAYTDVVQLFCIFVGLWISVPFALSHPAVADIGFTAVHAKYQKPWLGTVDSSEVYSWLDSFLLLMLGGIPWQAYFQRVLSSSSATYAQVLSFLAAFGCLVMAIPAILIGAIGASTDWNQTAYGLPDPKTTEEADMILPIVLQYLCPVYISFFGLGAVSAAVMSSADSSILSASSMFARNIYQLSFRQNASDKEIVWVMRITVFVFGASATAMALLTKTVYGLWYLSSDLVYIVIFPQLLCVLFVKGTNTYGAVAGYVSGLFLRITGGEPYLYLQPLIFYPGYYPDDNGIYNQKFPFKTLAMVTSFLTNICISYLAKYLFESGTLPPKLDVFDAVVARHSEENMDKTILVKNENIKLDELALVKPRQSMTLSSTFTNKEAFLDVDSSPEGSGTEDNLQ
* marks the source's active call; other numbers are inactive results; i = inactive; . = not tested or not shown.

SMILES | KCNQ2 inh | Kir21 inh | CHT inh
COc1cc(OC)cc(OC(=O)C2CCN(S(=O)(=O)c3ccc(OC)c(OC)c3)CC2)c1 | i | 1.5 | i
COc1ccc(NC(=O)c2cccc(S(=O)(=O)N3CCOCC3)c2)cc1 | i | 1.5 | i
CN(Cc1nc(-c2ccccn2)no1)S(=O)(=O)c1ccc(Cl)cc1 | i | -2.4 | i
Cc1nnc(NCc2ccccc2)c2ccccc12 | i | 1.3 | i
CC(=O)N(c1cccc(C)c1)C1SC(=O)N(c2ccccc2)C1=O (stereo unspecified) | i | 0.71 | i
Cc1ccn2c(=O)c(NC(=O)c3cccc4ccccc34)c(C)nc2c1 | i | -0.25 | i
CCOC(=O)c1c(C)[nH]c(C)c1S(=O)(=O)N1CCOCC1 | i | -1.1 | i
CNc1nc(C)c(C#N)cc1C(C)=O | i | -0.13 | i
CC(OC(=O)c1ccc(O)cc1)C(=O)Nc1cc(C(F)(F)F)ccc1Cl (stereo unspecified) | i | 0.46 | i
CC(=O)c1cccc(N(CC(=O)NCCc2ccccc2)C(=O)c2csnn2)c1 | i | 0.66 | i
COc1ccc(NS(=O)(=O)c2cccc(C(=O)N/N=C/c3cccs3)c2)cc1 | i | -0.01 | i
O=C(Nc1cccc(S(=O)(=O)N2CCOCC2)c1)c1c2c(nc3ccccc13)CCC2 | i | 0.24 | i
CCN1CC(CN(C)Cc2nc(-c3ccc(C(F)(F)F)cc3)no2)CC1=O (stereo unspecified) | i | 0.21 | i
CCN(CC)CCCNC(=O)CNC(=S)N(CCCN1CCOCC1)Cc1cccs1 | i | -0.41 | i
CCc1nc(Nc2ccccc2)c2oc3ccccc3c2n1 | i | -0.13 | i
CC(=O)N(C1CC(C)C(C#N)(C#N)C1(C#N)C#N)N(C)C (stereo unspecified) | i | -0.05 | i
C/C(=N\NC(=O)c1ccc(N/N=C(\C)c2ccncc2)cc1)c1ccncc1 | i | 1.3 | i
N#C/C(=C(/O)COC(=O)CCc1ccc(S(=O)(=O)N2CCOCC2)cc1)c1nc2ccccc2[nH]1 | i | -1.2 | i
Cc1cccc(NC(=O)C2CC(=O)OC23CCCC3)c1 (stereo unspecified) | i | -1.2 | i
COc1cc2c(cc1OC)-c1cc(NC3CC3)nc(=O)n1CC2 | i | 0.06 | i
Cc1ccc(C(=O)Cn2ncsc2=N)cc1 | i | -3.5 | i
CN(Cc1ccccc1)Cc1nc2c([nH]1)c(=O)[nH]c(=O)n2C | i | 0.44 | i
Clc1ccc(C2=NCCn3nc4ccccc4c32)cc1 | i | 0.41 | i
CCOC(CNC(=O)c1cccn2c(=O)c3cc(Cl)ccc3nc12)OCC | i | 0.89 | i
COc1ccc(NC2CCCN(C(=O)CN3C(=O)c4ccccc4C3=O)C2)cc1OC (stereo unspecified) | i | -1.2 | i
Cc1ccc(S(=O)(=O)N2CC=C(c3c(C)n(C)c4ccccc34)CC2)cc1 | i | 0.52 | i
O=C(Cc1ccccc1[N+](=O)[O-])NCCCc1ccccc1 | i | -0.01 | i
Cc1c(F)cccc1NS(=O)(=O)c1ccc2c(c1)n(C)c(=O)c(=O)n2C | i | 1.4 | i
COc1ccc(-c2cc3c(nn2)-c2ccccc2C3=O)cc1 | i | 0.03 | i
CC(C)N(C(=O)Cn1c(SCC(=O)N2CCN(c3ccccc3)CC2)nc2ccccc21)C(C)C | i | 0.01 | i
CC(OC(=O)CN1C(=O)NC2(CCCC2)C1=O)C(=O)Nc1cccc(Cl)c1 (stereo unspecified) | i | 0.25 | i
O=C(Nc1ccc(Cl)cc1)C1=Cc2cc(Cl)ccc2OC1 | i | -4.3 | i
O=C(Nc1ccc(Br)cc1C(=O)O)c1ccc2c(c1)C(=O)N(Cc1ccccc1)C2=O | i | -0.82 | i
Cc1ccc(CS(=O)Cc2ccc(C(=O)NCc3ccc(OC(C)C)cc3)o2)cc1 (stereo unspecified) | i | 0.37 | i
CC(=O)NC1C(Oc2cccc(C)c2)OC2COC(c3ccco3)OC2C1O (stereo unspecified) | i | -0.15 | i
Fc1ccccc1N1CCN(c2ncnc3nc[nH]c23)CC1 | i | -0.91 | i
CNC(=S)N1CCN(C(=O)c2ccco2)CC1 | i | 0.67 | i
COc1ccc(CNC(=O)CN(C(=O)c2csnn2)c2cnc3ccccc3c2)cc1 | i | -0.73 | i
CN=C1c2c(-c3ccccc3)c3cc(OC)ccc3n2CCN1C | i | -2.3 | i
CS(=O)(=O)c1ccccc1-c1nnc(NC(=O)c2ccco2)o1 | i | 0.32 | i
COc1cccc(NC(=O)CSc2nc(=O)n(CCN(C)C)c3c2CCCC3)c1 | i | -0.26 | i
O=[N+]([O-])c1ccccc1OCc1nc(-c2cccs2)no1 | i | 1.5 | i
COc1ccc(-n2ncc3c(NCc4cccnc4)ncnc32)cc1 | i | 0.75 | i
CC(=O)N1CN(Cc2ccccn2)Cc2c1sc1c2CCCC1 | i | 1.5 | i
CCc1ccc(OCC(=O)c2c(O)c3ccccc3oc2=O)cc1 | i | 0.03 | i

Limited to Kir21 inh and CHT inh, for some of the entries so far:
| SMILES | Kir21 inh | CHT inh |
| --- | --- | --- |
| CNC(=S)N1CCN(C(=O)c2ccco2)CC1 | 0.67 | i |
| COc1ccc(CNC(=O)CN(C(=O)c2csnn2)c2cnc3ccccc3c2)cc1 | -0.73 | i |
| CN=C1c2c(-c3ccccc3)c3cc(OC)ccc3n2CCN1C | -2.3 | i |

Going on with the list.
SMILES | KCNQ2 inh | Kir21 inh | CHT inh
Cc1ccc(NC(=O)CCC(=O)c2cccs2)cc1F | i | 0.04 | i
Cc1nnc(NC(=O)c2ccc(Br)o2)s1 | i | -1.4 | i
CCn1c(CNC(=O)Cc2ccc(OC)cc2)n[nH]c1=S | i | 0.68 | i
CSc1ccc(OC2CCCCC2NS(=O)(=O)c2ccccc2)cc1 (stereo unspecified) | i | -1.2 | i
COc1ccc2nc(NC(=O)c3cccc(S(=O)(=O)N4CCOCC4)c3)sc2c1 | i | -0.14 | i
COc1cccc(NC(=O)c2ccc(Cn3cc([N+](=O)[O-])cn3)o2)c1 | i | -0.18 | i
O=C(NCc1ccco1)C(=O)NCC1OCCCN1S(=O)(=O)c1ccccc1 (stereo unspecified) | i | 1.3 | i
CCOC(=O)Nc1ccc2c(COC(=O)c3ccccc3O)cc(=O)oc2c1 | i | -0.14 | i
C/C(Cl)=C\Cn1c(O)c(N=O)c2ccccc21 | i | -0.04 | -7.1*
Fc1ccc(-c2nc3ccccn3c2NCc2ccc3c(c2)OCO3)cc1 | i | -0.36 | i
CC(=O)N1CC(=O)N(c2ccccc2)C1=O | i | 1.1 | i
O=C(Nc1cccc2ccccc12)c1cnccn1 | i | -2.8 | i
Cc1n[nH]c(=S)n1/N=C/c1cccc(OCc2ccccc2)c1 | i | 2.3 | i
COC(=O)c1ccc(-c2nc(CN3CCCN(C(=O)c4ccco4)CC3)c(C)o2)cc1 | i | -0.59 | i
CCOC(=O)N1CCN(S(=O)(=O)c2ccc(C(=O)Nc3nnc(C4CC4)o3)cc2)CC1 | i | 0.7 | i
Cc1nnc(Sc2cc(C(=O)NC3CC3)c3ccccc3n2)s1 | i | 0.47 | i
CCOc1ccc(NC(=O)CCN2CCCCC2)cc1 | i | 0.91 | i
COc1ccc(-n2c(C)cc(/C=C3/SC(=O)N(CC(=O)N4CCOCC4)C3=O)c2C)cc1 | i | 0.4 | i
CC(C)(C)C(=O)NCCc1nc(-c2ccccc2)no1 | i | -1.5 | i
C/C(=N\NC(=O)c1nnn(-c2nonc2N)c1-c1ccc(Cl)c(Cl)c1)c1ccncc1 | i | -1 | i
O=C(NNC(=S)NC(=O)c1cccnc1)c1ccccc1 | i | -0.88 | i
Cc1ccc(S(=O)(=O)N2CCCCC2CCNC(=O)C(=O)NCc2ccccc2C)cc1 (stereo unspecified) | i | 0.03 | i
CC(C)Nc1cc(C(F)(F)F)nc(-c2ccccn2)n1 | i | 0.88 | i
Cc1ccc(COC(=O)c2cc([N+](=O)[O-])ccc2N2CCOCC2)cc1 | i | -1.1 | i
CCOC(=O)c1cn2ccc(C)cc2n1 | i | 0.18 | i
C=C(C)C1CCC(C)=C1COC(=O)Nc1ccccc1 (stereo unspecified) | -5.9* | -0.46 | i
CCCCn1c(SCC(=O)Nc2ccc(OC)cc2)nc2ccc(N3CCOCC3)cc2c1=O | i | 0.47 | i
O=C(CCC1CCCC1)NNC(=O)c1cccc(Cl)c1 | i | 0.01 | i
COc1cccc2c1OCC/C2=N\NC(=O)C(C)Oc1ccc([N+](=O)[O-])cc1 (stereo unspecified) | i | 1 | i
Cc1cc(NC(=O)CSc2nnc(C3COc4ccccc4O3)n2N)no1 (stereo unspecified) | i | -2.3 | i
COc1ccccc1CN1[C@@H](CC(=O)O)c2ccccc2S1(=O)=O | i | 0.33 | i
Cc1c(CCO)c(=O)n(-c2ccccc2)n1S(=O)(=O)c1ccc(F)cc1 | i | -3.9 | i
CCN1C(=O)CSC1=Nc1ccc(Cl)c(Cl)c1 | i | 0.69 | i
CN(C)c1ccc(/C=C2\N=C(C(C)(C)C)OC2=O)cc1 | i | -0.46 | i
C[N+](C)=C1SCC(C)(/C=N/O)S1 (stereo unspecified) | i | 0.46 | i
O=C(NCCNC1CCC(c2ccccc2)CC1)c1cccs1 (stereo unspecified) | i | -2.7 | i
CC1CN(C(=O)CCC(=O)N2CCCCC2)c2ccccc2O1 (stereo unspecified) | i | 1.2 | i
CC(NS(=O)(=O)c1ccccc1)c1n[nH]c(=S)n1-c1ccccc1 (stereo unspecified) | i | -0.04 | i
O=C(Nc1ccc(Oc2cccnc2)cc1)C1CCCCN1Cc1ccc(CO)o1 (stereo unspecified) | i | -0.85 | i
CCOC(=O)C1CCN(CC(=O)Nc2cc(C)nn2-c2nc3ccccc3s2)CC1 | i | 2.1 | .
COc1ccc(/C=C/C(=O)c2ccncc2)c2ccccc12 | i | -1.4 | i
O=C(CSc1nnc(-c2ccccc2)o1)N1CCCCC1 | i | -0.48 | i
O=C(NNS(=O)(=O)c1ccc(Cl)cc1)c1cccs1 | i | 1.2 | i
CC(=O)NCCc1nc2cc(NC(=O)c3ccccc3)ccc2n1C | i | -1.8 | i
CCOC(=O)C1CCN(C(=O)Cn2nc(C)n3nc(-c4ccc(OC)cc4)cc3c2=O)CC1 | i | 2.7 | i
S=C(NCCc1ccccc1)N1CCCCC1 | i | 0.09 | i
CN(CC1CCOCC1)C(=O)CC1C(=O)NCCN1CC1CCCCC1 (stereo unspecified) | i | -0.76 | i
COCCNC(=O)CN(C(=O)CCC(=O)Nc1cc(C)on1)c1cccc(C)c1C | i | -0.2 | i
Cc1[nH]n(-c2ccccc2)c(=O)c1N=Nc1ccc(Cl)cc1 | i | 0.18 | i
COc1ccc(NC(=O)Cn2c(-c3ccccc3)cc(C(C)=O)c2C)c(OC)c1 | i | 1.8 | i
COc1ccc(NC(=O)CSC2=C(C#N)C(c3ccco3)C(C(=O)Nc3nc4ccccc4s3)=C(C)N2)cc1 (stereo unspecified) | i | 1.2 | i
Cc1ccc(/C=C/c2ccc(=O)n(Cc3ccc(F)cc3)n2)cc1 | i | -0.18 | i
COc1cc2nc(CSc3ncn[nH]3)[nH]c(=O)c2cc1OC | i | -0.15 | i
CCCCc1ccc(S(=O)(=O)NCCCN2CCCC2=O)cc1 | i | 0.2 | i
O=C(NCc1nnc(SCC(=O)N2CCOCC2)o1)c1ccccc1F | i | 1.1 | i
Cc1ccc(Cl)cc1N1CCN(C(=O)CCS(=O)(=O)c2cccc3nonc23)CC1 | i | 0.49 | i
CCOC(=O)c1sc(NC(=O)CSC(=S)N2CCN(C)CC2)nc1C | i | -0.95 | i
O=C(Nc1ccc(Cl)c(Cl)c1)N1CCC(N2CCCCC2)CC1 | i | -1.8 | i
CCOC(=O)c1cnc(SCC(=O)NCc2ccco2)nc1N | i | -1.5 | i
CC(C)NC(=O)CC1Nc2c3ccccc3nc(=S)n2C1=O (stereo unspecified) | i | 0.44 | i

Profiles as entered above. Order of values: KCNQ2 inh, Kir21 inh, CHT inh
COc1ccc(NC(=O)Cn2c(-c3ccccc3)cc(C(C)=O)c2C)c(OC)c1 reads i, 1.8, i
COc1ccc(NC(=O)CSC2=C(C#N)C(c3ccco3)C(C(=O)Nc3nc4ccccc4s3)=C(C)N2)cc1 (stereo unspecified) reads i, 1.2, i

Some of these compounds in order of their number in Kir21 inh, low to high:
SMILES | KCNQ2 inh | Kir21 inh | CHT inh
Cc1ccc(/C=C/c2ccc(=O)n(Cc3ccc(F)cc3)n2)cc1 | i | -0.18 | i
S=C(NCCc1ccccc1)N1CCCCC1 | i | 0.09 | i
CC(C)NC(=O)CC1Nc2c3ccccc3nc(=S)n2C1=O (stereo unspecified) | i | 0.44 | i
COc1ccc(NC(=O)CSC2=C(C#N)C(c3ccco3)C(C(=O)Nc3nc4ccccc4s3)=C(C)N2)cc1 (stereo unspecified) | i | 1.2 | i

Later entries
SMILES | KCNQ2 inh | Kir21 inh | CHT inh
O=C(CN1CCOCC1)Nc1ccccc1Sc1ccc(Cl)cc1 | i | -5.2* | i
CCCCn1c(=O)[nH]c(=O)c2c1nc(-c1cc(Cl)c(OC)c(OC)c1)n2C | i | 1.2 | i
Cc1nc2ccccc2c(=O)n1NC(=O)c1ccc([N+](=O)[O-])cc1Cl | i | 0.61 | i
COC(=O)c1c(NC(=O)C2C3C=CC(CC3)C2C(=O)O)sc(C)c1C (stereo unspecified) | i | -0.95 | i
O=C(CSc1nc(C2CCCCC2)n(-c2ccccc2)n1)NCC(F)(F)F | i | 0.27 | i
CCOc1ccc(S(=O)(=O)NCc2ccccn2)c(C)c1C | i | -0.33 | i
